From PubChem BioAssay
LYP inhibition: PTPN22 lymphoid phosphatase activity blockers – biochemical, fluorescence intensity, uHTS (AID 1779). inhibition, % at 11.5 µM; hits with a dose series show IC50 in µM. actives 0.054% (n = 290,000). recombinant LYP phosphatase, fluorescence intensity; higher % means a stronger effect; in the data active = inhibition above about 50%;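 note: plate controls were vehicle with enzyme for no effect and no enzyme for full effect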
Starred values were filed as active, the others as inactive. Not all compounds are listed. The share of hits here may be higher or lower than overall.

What do the screens show for `Cc1ccnc(NS(=O)(=O)c2ccc(NS(=O)(=O)c3cc(Cl)ccc3Cl)cc2)n1`?
LYP inhibition: -11%

Results for CCCCNC(=O)CN1C(=O)COc2ccc(S(=O)(=O)N3CCCCCC3)cc21 ?
LYP inhibition: -3%

How did O=C(Nc1nc2ccccc2[nH]1)c1cccc(Cl)c1 do in these assays?
LYP inhibition: -5%

Results for CCOC(=O)c1c(C)[nH]c(C)c1S(=O)(=O)N(C)CC(=O)NCc1ccc(F)cc1 ?
LYP inhibition: -11%

What do the screens show for `CC(=O)c1ccc(NC(=O)CSc2ccc(-c3ccco3)nn2)cc1`?
LYP inhibition: -4%

How did CC(=O)c1cccc(CN2CCCC(C(=O)Nc3cccc(-n4cccn4)c3)C2)c1 (configuration not stated) do in these assays?
LYP inhibition: -10%

What do the screens show for `CCc1c(C)nc(N2CCN(c3ccc(F)cc3)CC2)[nH]c1=O`?
LYP inhibition: 0%

How did Cc1cc(NCc2ccccc2)c2ccccc2n1 do in these assays?
LYP inhibition: -6%

Results for O=C(NCC1CCCO1)c1cccc2ccccc12 (configuration not stated) ?
LYP inhibition: -10%

What do the screens show for `CCN1CCN(C(=O)CCS(=O)(=O)c2cc3c(cc2Cl)NC(=O)CO3)CC1`?
LYP inhibition: -9%

Results for Cc1ccc(C)c(NC(=O)CSc2nnc(NC(=O)C3CC3)s2)c1 ?
LYP inhibition: -12%

Results for Nc1nc(SCC(=O)N2CCN(c3ccccc3)CC2)n[nH]1 ?
LYP inhibition: -6%

How did COC(=O)[C@H](Cc1ccccc1)NC(=O)C1(OC(C)=O)CC(OC(C)=O)C(OC(C)=O)C(OC(C)=O)C1 (some centres not stated) do in these assays?
LYP inhibition: -7%

Results for Cc1cc(C)nc(N2CCC(C(=O)NNC(=O)c3ccccc3)CC2)n1 ?
LYP inhibition: -13%

How did COc1cc(NC(=O)c2ccccc2F)c(OC)cc1NC(=O)CN1CCCCC1 do in these assays?
LYP inhibition: -7%

Results for C=CCN1C(=O)/C(=C2/Sc3ccccc3N2CC)SC1=S ?
LYP inhibition: -1%

How did O=C(NCCc1ccc(F)cc1)c1coc(=O)c(Br)c1 do in these assays?
LYP inhibition: -5%

What do the screens show for `CCc1cc(C(=O)c2ccc(OC)cc2)c(NC(=O)CC(C)(C)CC(=O)O)s1`?
LYP inhibition: -4%

What do the screens show for `Cc1ccc(N(C(=O)c2snc(C(N)=O)c2N)C(C(=O)NCC2CCCO2)c2c[nH]c3ccccc23)cc1` (configuration not stated)?
LYP inhibition: -1%

Results for Nc1c(Cl)cc(-c2[nH]c3cc(C(=O)NCCO)ccc3c(=O)c2O)cc1Cl ?
LYP inhibition: -12%

How did Cc1ccc(NC2CCCN(C(=O)c3cnsn3)C2)cc1C (configuration not stated) do in these assays?
LYP inhibition: -8%

What do the screens show for `O=C(NC(=S)Nc1ccccc1Br)c1ccc2c(c1)OCO2`?
LYP inhibition: 0%

What do the screens show for `CCc1ccccc1N(C(=O)c1snc(C(N)=O)c1N)C(C(=O)NCC1CCCO1)c1c[nH]c2ccccc12` (configuration not stated)?
LYP inhibition: -5%

What do the screens show for `O=C(NC1CCCC1)C(c1ccco1)N(C(=O)c1csnn1)c1ccccc1` (configuration not stated)?
LYP inhibition: -8%

Results for Cc1ccc(N2C(=O)CN(Cc3ccccc3)C2=S)cc1C ?
LYP inhibition: -1%

What do the screens show for `COc1ccc(CCN2CC(C(=O)NCCc3ccc(F)cc3)CCC2=O)cc1` (configuration not stated)?
LYP inhibition: -9%

What do the screens show for `CN(C(=O)COC(=O)c1ccccc1SCC(=O)N1CCCC1)C1CCS(=O)(=O)C1` (configuration not stated)?
LYP inhibition: -7%

Results for CCOC(=O)c1c(S(=O)(=O)NCC(=O)Nc2ccccc2OC)c(C)n(C)c1C ?
LYP inhibition: -10%

How did CCn1c(CNC(=O)c2ccccc2OC)nnc1SCC(=O)c1ccc(F)cc1 do in these assays?
LYP inhibition: -2%

What do the screens show for `CCc1nc(NC(=O)c2sc(C)nc2C)sc1C(=O)OC`?
LYP inhibition: -8%

Results for Cc1ccc(-n2c(SCC(=O)NCCC3=CCCCC3)nc3n[nH]c(C)c3c2=N)cc1Cl ?
LYP inhibition: -3%

How did COc1ccc(/C=N/NS(=O)(=O)c2ccc(C)cc2)cc1 do in these assays?
LYP inhibition: -7%

Results for Cc1nnc(N2CCCC(C(=O)Nc3cc(F)ccc3F)C2)c2nn(-c3ccccc3)c(C)c12 (configuration not stated) ?
LYP inhibition: -6%

How did Nc1c(C(=O)NCc2ccc3c(c2)OCO3)nnn1CC(=O)Nc1ccc(Br)cc1 do in these assays?
LYP inhibition: -1%

What do the screens show for `COc1ccc(OC)c(N2C(=O)CCCC2=O)c1`?
LYP inhibition: -4%

Results for COc1ccccc1NC(=O)CCN1C(=O)C2C3CCC(C3)C2C1=O (configuration not stated) ?
LYP inhibition: -15%

What do the screens show for `CC1CCCN(S(=O)(=O)c2ccc(NC(=O)C3CC(=O)N(c4ccccc4)C3)cc2)C1` (configuration not stated)?
LYP inhibition: -1%

How did CC(C)c1ccc(NC(=O)COc2ccccc2)cc1 do in these assays?
LYP inhibition: -6%

What do the screens show for `CC(C)(CO)NC(=O)c1ccc2c(c1)C(=O)c1ccccc1-2`?
LYP inhibition: -8%

What do the screens show for `NNC(=O)c1cc(C23CC4CC(CC(C4)C2)C3)[nH]n1`?
LYP inhibition: -9%

What do the screens show for `Oc1ccccc1C1NN=C(c2ccccc2)S1` (configuration not stated)?
LYP inhibition: -8%

Results for Cc1cc(C)cc(NC(=S)N2CCN(S(C)(=O)=O)CC2)c1 ?
LYP inhibition: -7%

What do the screens show for `CCC(C)c1ccccc1N1CC(C(=O)Nc2cc(S(=O)(=O)N3CCOCC3)ccc2OC)CC1=O` (configuration not stated)?
LYP inhibition: 5%

How did c1cc[n+](CCC[n+]2ccccc2)cc1 do in these assays?
LYP inhibition: -8%

How did CN1CCC(CNC(=O)Nc2ccccc2)(c2ccccc2)CC1 do in these assays?
LYP inhibition: -9%

What do the screens show for `COc1ccc(NC(=O)NNC(=O)CCc2ccc(O)c(O)c2)cc1OC`?
LYP inhibition: -10%

Results for CNc1nc(Cl)c(SC)c(NCc2cccc(OC)c2)n1 ?
LYP inhibition: -6%

Results for CCCc1nn2c(=O)cc(CSCC(=O)Nc3ccccc3)nc2s1 ?
LYP inhibition: -6%

Brought forward from above: five entries, followed by the next part.
How did c1cc[n+](CCC[n+]2ccccc2)cc1 do in these assays?
LYP inhibition: -8%

How did CN1CCC(CNC(=O)Nc2ccccc2)(c2ccccc2)CC1 do in these assays?
LYP inhibition: -9%

What do the screens show for `COc1ccc(NC(=O)NNC(=O)CCc2ccc(O)c(O)c2)cc1OC`?
LYP inhibition: -10%

Results for CNc1nc(Cl)c(SC)c(NCc2cccc(OC)c2)n1 ?
LYP inhibition: -6%

Results for CCCc1nn2c(=O)cc(CSCC(=O)Nc3ccccc3)nc2s1 ?
LYP inhibition: -6%

How did Cn1c(=O)oc2cc(S(=O)(=O)NCCC(=O)N3CCN(c4ccccc4)CC3)ccc21 do in these assays?
LYP inhibition: -9%

How did Cc1ccc(S(=O)(=O)N2CC=C(C(=O)NC3CCCC3)CC2)cc1 do in these assays?
LYP inhibition: -14%

How did COc1ccc(C(=O)Cn2cnc3ccccc3c2=O)cc1OC do in these assays?
LYP inhibition: 3%

Results for CCN1CCN(C(=O)/C=C/c2ccc(C)cc2)CC1 ?
LYP inhibition: -1%

What do the screens show for `Cn1cc(-c2ccccc2C(=O)O)c(=O)c2cc(Cl)ccc21`?
LYP inhibition: -5%

Results for COc1ccc(-c2cc3c(=O)n(CC(=O)NCCCN4CCC(N5CCCCC5)CC4)ncn3n2)cc1 ?
LYP inhibition: -8%

What do the screens show for `CCCCCCn1c(N2CCCC2)nc2c1c(=O)n(C)c(=O)n2C`?
LYP inhibition: -3%

How did CC1CCCCN1C(=O)c1c(Cl)cnn1C (configuration not stated) do in these assays?
LYP inhibition: -10%

What do the screens show for `CN(C)C(=O)Cn1cc(S(=O)(=O)Cc2ccccc2)c2ccccc21`?
LYP inhibition: -10%

What do the screens show for `C#CCSc1nnc(CNS(=O)(=O)c2ccc(Br)cc2)n1C`?
LYP inhibition: -10%

How did CCOC(=O)N1CCN(S(=O)(=O)N2CCCC(C(=O)NCCCN3CCC(C)CC3)C2)CC1 (configuration not stated) do in these assays?
LYP inhibition: -10%

What do the screens show for `CC(C)(C)c1ccc(-c2nc3cc(N)ccc3o2)cc1`?
LYP inhibition: -7%

What do the screens show for `C/C(=N\NC(=O)c1cc(C)nc2ccccc12)c1cccc(Cl)c1`?
LYP inhibition: 1%

What do the screens show for `CN(C(=O)C1CCCN(c2ncnc3c2nc2n3CCCCC2)C1)c1cccc(Cl)c1` (configuration not stated)?
LYP inhibition: -11%

How did O=C(NCc1cccnc1)Nc1cccc([N+](=O)[O-])c1 do in these assays?
LYP inhibition: -5%

What do the screens show for `COc1ccc(C(CC(=O)O)NS(=O)(=O)c2ccc3c(c2)NC(=O)CO3)cc1` (configuration not stated)?
LYP inhibition: -5%

How did Cn1c(CCN2CCCC2)nc2cc(NS(=O)(=O)c3ccccc3)ccc21 do in these assays?
LYP inhibition: -12%

How did O=C(NCc1ccccc1)NC(=O)c1ccc(Cl)cc1 do in these assays?
LYP inhibition: -8%

Results for COC(=O)c1cc(S(=O)(=O)N(Cc2ccccc2)C(C)(C)C)c[nH]1 ?
LYP inhibition: -3%

Results for CC(C)CCNC(=O)C1CCN(S(=O)(=O)c2ccc3nc4c(c(C(=O)O)c3c2)CCCCC4)CC1 ?
LYP inhibition: -13%

Results for CCN1CCN(S(=O)(=O)c2c(C)cc(C)cc2C)CC1 ?
LYP inhibition: -13%

What do the screens show for `O=C(c1ccc(=O)[nH]c1)N1CCN(S(=O)(=O)c2ccc(Cl)cc2)CC1`?
LYP inhibition: -13%

How did CCN1CCN(C(=O)C2CCCN(S(=O)(=O)c3ccc(OC)c(OC)c3)C2)CC1 (configuration not stated) do in these assays?
LYP inhibition: -10%

How did COc1ccc(-c2cc(C)no2)cc1S(=O)(=O)N1CCN(c2ccccc2F)CC1 do in these assays?
LYP inhibition: -4%

Results for COc1ccc(OC)c(S(=O)(=O)N2CCCC(C(=O)NCc3cccnc3)C2)c1 (configuration not stated) ?
LYP inhibition: -11%

How did CNc1oc(-c2ccc(F)cc2)nc1S(=O)(=O)c1ccccc1 do in these assays?
LYP inhibition: -1%

How did CCOC(=O)N/N=C\c1ccccc1OC/C=C/c1ccccc1 do in these assays?
LYP inhibition: 2%

Results for CC(O)CSc1nc2c(c(=O)[nH]c(=O)n2C)n1Cc1ccccc1Cl (configuration not stated) ?
LYP inhibition: -2%

How did Cn1c2ccc(F)cc2c2nnc(SCC(=O)Nc3cccc(O)c3)nc21 do in these assays?
LYP inhibition: -6%

What do the screens show for `CC(C)n1nc(C(=O)N2CCN(S(=O)(=O)c3cccs3)CC2)c2ccccc2c1=O`?
LYP inhibition: -3%

What do the screens show for `COc1ccc(/C=C(\NC(=O)c2ccc(C)cc2)C(=O)NCCN2CCOCC2)cc1`?
LYP inhibition: 4%

How did O=C(NCCCN1CCCC1=O)c1cc(S(=O)(=O)N2CCOCC2)ccc1Cl do in these assays?
LYP inhibition: -6%

What do the screens show for `Cc1cccc(N/N=C/c2ccc(C)s2)c1`?
LYP inhibition: -2%

Results for CCN(CC)CCNC(=O)c1ccc(NC(=O)c2cn(-c3ccc(F)cc3)nc2-c2cccc(OC)c2)cc1 ?
LYP inhibition: -3%

Results for CCCn1ncc(CN2CCC(n3nccc3NC(=O)c3ccccc3Cl)CC2)c1C ?
LYP inhibition: -8%

Results for Cc1ccc(NC(=O)C2CCCN(c3nccc(C)n3)C2)c(C)c1 (configuration not stated) ?
LYP inhibition: -11%

Results for COc1ccc(S(=O)(=O)Nc2ccc3c(c2)n(C)c(=O)n3C)cc1C ?
LYP inhibition: -6%

How did Cc1ccc(/C(O)=C2\C(=O)C(=O)N(C)C2c2ccc(F)cc2)cc1 (configuration not stated) do in these assays?
LYP inhibition: 3%

How did Cc1cccn2c(=O)c(C=O)c(N3CCN(C)CC3)nc12 do in these assays?
LYP inhibition: -10%

How did Cc1ccc(NC(=O)Nc2c(C)[nH]c(=O)[nH]c2=O)cc1Cl do in these assays?
LYP inhibition: -10%

How did O=C(Nc1ccc(Cl)cc1Cl)c1ccc(Br)o1 do in these assays?
LYP inhibition: -10%

Results for O=C(NC1CCCCC1)C(c1ccncc1)N(C(=O)c1ccco1)c1ccc(F)cc1 (configuration not stated) ?
LYP inhibition: -5%

How did COc1cc(NC(=O)c2cccc([N+](=O)[O-])c2)ccc1NC(=O)c1cc2ccccc2o1 do in these assays?
LYP inhibition: -9%

What do the screens show for `CCc1nnc(NC(=O)c2cccc(S(=O)(=O)N3CCCC3)c2)s1`?
LYP inhibition: -5%

Results for O=C(CCN1C(=O)/C(=C\c2ccccc2)SC1=S)N1CCCCC1 ?
LYP inhibition: -4%

How did Nc1nonc1-n1nnc(C(=O)N/N=C/c2cccc(F)c2)c1-c1ccc2c(c1)OCO2 do in these assays?
LYP inhibition: -2%

How did CN(CC(=O)NCCc1ccc(F)cc1)Cc1ccccc1 do in these assays?
LYP inhibition: 2%

Results for CC(C)(C)n1nc2c(c1NC(=O)Cc1ccc(F)cc1)CS(=O)(=O)C2 ?
LYP inhibition: -12%

No new results follow: seven of the compounds above.
Results for COc1ccc(S(=O)(=O)Nc2ccc3c(c2)n(C)c(=O)n3C)cc1C ?
LYP inhibition: -6%

How did Cc1ccc(/C(O)=C2\C(=O)C(=O)N(C)C2c2ccc(F)cc2)cc1 (configuration not stated) do in these assays?
LYP inhibition: 3%

How did Cc1cccn2c(=O)c(C=O)c(N3CCN(C)CC3)nc12 do in these assays?
LYP inhibition: -10%

How did Cc1ccc(NC(=O)Nc2c(C)[nH]c(=O)[nH]c2=O)cc1Cl do in these assays?
LYP inhibition: -10%

How did O=C(Nc1ccc(Cl)cc1Cl)c1ccc(Br)o1 do in these assays?
LYP inhibition: -10%

Results for O=C(NC1CCCCC1)C(c1ccncc1)N(C(=O)c1ccco1)c1ccc(F)cc1 (configuration not stated) ?
LYP inhibition: -5%

How did COc1cc(NC(=O)c2cccc([N+](=O)[O-])c2)ccc1NC(=O)c1cc2ccccc2o1 do in these assays?
LYP inhibition: -9%
